# Tau ThT inhib – tau fibrillization inhibition (ThT binding); AID 1460; 2.1% of 270,000 active; P10636; Potency, µM (titrated, usually from 57.4 µM), for inactives: at the top dose activity, negative = inhibition, hits mostly inhibitors; recombinant tau K18 P301L, heparin-induced fibrillization, ThT fluorescence; further: nearly all actives have a fitted effect of over 55% in size
# Target sequence (P10636 561-689 P618L limits assumed): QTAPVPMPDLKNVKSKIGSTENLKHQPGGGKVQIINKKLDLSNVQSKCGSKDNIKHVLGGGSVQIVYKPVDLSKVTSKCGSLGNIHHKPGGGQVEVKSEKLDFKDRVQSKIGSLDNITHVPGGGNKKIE
#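 Fibril formation assay: tau K18 P301L at 15 uM with trace Alexa 594 label, heparin inducer 20 uM, pH 7 sodium acetate buffer, 37 C for 6 hr; endpoint ThT signal.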
# Tau fluor cs – counter-screen for tau fibril formation inhibitors; tau K18 P301L (four-repeat tau fragment) Alexa594 fluorescence, heparin fibrillization; Potency, µM (titrated, usually from 57.7 µM), inactives show top-dose activity change, negative = decrease; 0.93% of 280,000 active; AID 1463; further: nearly all actives have a fitted effect of over 55% in size
#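 Human K18 P301L tau (15 uM unlabeled plus 0.24 uM Alexa 594-labeled, final) in 100 mM sodium acetate pH 7 was mixed with compound and 20 uM heparin and incubated 6 hr at 37 C.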
# Tau FP inhib – inhibitors of human tau fibril formation; 0.39% of 280,000 active; Potency, µM (highest dose often 57.7 µM), for inactives: top-dose activity, negative = inhibition, usual class: inhibitors; P10636; AID 1468; K18 P301L tau heparin fibrillization, Alexa594 FP, 6 h; further: nearly all actives have a fitted effect of over 55% in size
#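 Human tau K18 […] P301L fragment, 15 uM unlabeled plus 0.24 uM Alexa 594-labeled tau (final), with compound and 20 uM heparin in 100 mM sodium acetate pH 7; 6 hr at 37 C, then Alexa 594 FP read.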
# ALDH1A1 block – ALDH1A1 (human) enzyme inhibition; Purified ALDH1A1, NADH fluorescence, propionaldehyde substrate; P00352; 7.3% of 220,000 active; Potency, µM (series often up to 75.3 µM), inactives show at the highest dose activity, negative = inhibition, most hits filed as inhibitors; active means well fitted inhibition curve with a large enough effect, not every such curve was filed as active; inconclusive means small, poorly fitted or top-dose-only effect, or another doubt; inactive means no such curve, though single readings can be large or run the other way;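 further: plate controls were no enzyme wells and a reference inhibitor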
# Target sequence (P00352 whole entry, looked up): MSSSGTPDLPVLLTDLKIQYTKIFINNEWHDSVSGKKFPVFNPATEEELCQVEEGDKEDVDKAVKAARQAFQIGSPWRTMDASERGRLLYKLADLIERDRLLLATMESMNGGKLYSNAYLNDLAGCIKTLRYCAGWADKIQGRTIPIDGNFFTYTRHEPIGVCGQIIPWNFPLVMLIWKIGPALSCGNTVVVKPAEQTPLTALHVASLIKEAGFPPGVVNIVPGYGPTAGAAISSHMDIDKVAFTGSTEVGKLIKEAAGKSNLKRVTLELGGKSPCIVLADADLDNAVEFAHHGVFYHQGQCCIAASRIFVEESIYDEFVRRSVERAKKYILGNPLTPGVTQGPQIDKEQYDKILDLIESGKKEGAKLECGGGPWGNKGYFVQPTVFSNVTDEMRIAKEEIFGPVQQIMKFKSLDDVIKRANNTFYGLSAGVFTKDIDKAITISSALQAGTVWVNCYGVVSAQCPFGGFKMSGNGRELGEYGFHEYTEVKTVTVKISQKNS
# aGal spleen mod – inhibitors or activators of human alpha-galactosidase in spleen homogenate; human spleen homogenate, 4MU-alpha-Gal fluorescence, 40 min; Potency, µM (highest dose often 80 µM), inactives show at the highest dose activity change, negative = inhibition, actives largely listed as inhibitors; 0.008% of 240,000 active; P06280;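 further: 0% = enzyme with vehicle and -100% = no enzyme basal signal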
#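 Fluorogenic readout (Ex 365/Em 440 nm) of 4-methylumbelliferone released from 1 mM 4-MU-alpha-galactoside by spleen homogenate, 40 min at 37C, pH 5.0. Data normalized to no-enzyme and enzyme controls; Hill-equation AC50 from compound titrations.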
# TexasRed fluor – Texas Red fluorescence interference in TRb-SRC2 counter-screen; TRb/SRC2 Texas Red total fluorescence interference; Potency, µM (series often up to 106 µM), without a hit: at the highest dose fluorescence change, negative = quenching; 0.29% of 280,000 active; active means well fitted curve in either direction with a large enough effect; inconclusive means small, poorly fitted or top-dose-only effect
#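 Flags fluorescent or light-absorbing compounds by total fluorescence, S + 2P, at 555 nm excitation and 632 nm emission. Mixture: 20 nM Texas Red SRC2 peptide, 0.6 uM human TRb LBD, 1 uM T3, 5% DMSO; compound exposure 5 h at ambient temperature.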
# L3MBTL1 inh – inhibitors of human L3MBTL1 | Q9Y468 | AlphaScreen L3MBTL1–H3K9me1 peptide binding | Potency, µM (top dose mostly 57.1 µM), for inactives: at the highest dose activity, negative = inhibition, usual class: inhibitors | 0.66% of 230,000 active; further: nearly all actives have a fitted effect of over 60% in size
#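 AlphaScreen proximity signal between nickel-chelate acceptor and streptavidin donor beads (final 10 ug/mL) reports binding of 50 nM L3MBTL1 to 75 nM biotin-H3 K9me1 peptide; complex incubated with compounds 30 min at room temperature; cefsulodin titration as control.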
# TRb-SRC2 inh – inhibitors of human thyroid hormone receptor beta-SRC2 interaction. TRbeta-SRC2 peptide binding, fluorescence polarization; receptor liganded with 1 µM T3. P10828. Potency, µM (top dose mostly 106 µM), without a hit: at the highest dose activity change, negative = inhibition, hits mostly inhibitors. 0.065% of 280,000 active. AID 1469;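 further: plate controls were bound peptide for no effect and peptide without receptor for full effect; nearly all actives have a fitted effect of over 50% in size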
#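 Binding of a 20-amino-acid Texas Red SRC2 peptide (20 nM) to TRb ligand-binding domain (0.6 uM) with agonist T3 at 1 uM was followed by fluorescence polarization after a 5 hr room-temperature incubation.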
# Active calls of the source: *; ? = inconclusive; · = no result given; [ ] = dose if it differs, or a comment. Unless noted, the call rests on the fitted dose curve; in most records, active means well fitted curve in the direction sought with a large enough effect; inconclusive means small, poorly fitted or top-dose-only effect, or another doubt; inactive means no such curve, though single readings can be large; an effect the other way counts as inactive or inconclusive. Unless noted, on the % scale 0 is the no-effect control and ±100 the full control effect; potency means the concentration at half of the fitted maximal effect. Compounds were not picked by outcome (roughly 8.5% active in at least one column).
SMILES,Tau ThT inhib,Tau fluor cs,Tau FP inhib,ALDH1A1 block,aGal spleen mod,TexasRed fluor,L3MBTL1 inh,TRb-SRC2 inh
COc1ccc(CC(=O)OCC(=O)Nc2ccc(C(=O)Nc3ccc(OC)cc3)cc2)cc1,-20.0%,-8.7%,-4.5%,2.4%,-5.9%,-0.2%,2.0%,-1.8%
COc1ccccc1NC(=O)Cc1noc(CSc2nnc(C)n2C)n1,-4.1%,3.3%,16.5%,-5.3%,1.2%,-1.9%,4.7%,3.4%
C#CCOCCOCCOCCNc1nc(N2CCN(C(=O)[C@H](Cc3ccc(O)cc3)n3cc(C(N)CC(C)C)nn3)CC2)nc(N2CCN(C(=O)[C@H](CCC(=O)O)n3cc(C(N)[C@H](C)CC)nn3)CC2)n1 (some centres undefined),-5.2%,1.2%,7.4%,6.0%,-5.8%,-3.3%,-7.1%,-2.0%
CC(=O)c1c(N2CCN(c3cccc(Cl)c3)CC2)nc(=S)n(-c2ccccc2)c1C,-17.5%,-11.8%,-1.9%,-3.0%,2.0%,0.7%,·,3.7%
COc1ccc(-c2ccnc3nc(Sc4ncc(C(F)(F)F)cc4Cl)nn23)cc1,-9.9%,?,-13.2%,?,19.7%,3.3%,0.2%,-5.1%
O=C(N/N=C1/C(=O)c2cccc3cccc1c23)c1ccc(Cl)cc1,4.47µM*,-19.2%,9.1%,?,-0.6%,-3.3%,·,-6.6%
C=CCn1c(-c2ccccc2)nc(=S)c2c1CC(C)(C)OC2,-5.5%,-0.6%,-0.4%,-2.8%,-6.7%,2.4%,3.5%,-8.2%
Cc1cc(NC(=O)c2coc(=O)c(Br)c2)ccc1C(C)C,?,-22.7%,-8.7%,?,9.3%,1.0%,-0.9%,12.9%
CCCCCn1c(=NC(C)=O)c(C#N)cc2c(=O)n3ccccc3nc21,-4.6%,-7.7%,4.4%,?,?,-0.5%,2.7%,-1.1%
CC(=O)c1ccc(S(=O)(=O)N2CCC(NC(=O)Nc3cccc(F)c3)CC2)cc1,-2.3%,-22.3%,?,-5.1%,3.9%,-0.8%,8.8%,3.7%
CCC(C)[C@H](NC(=O)Nc1ccc(S(N)(=O)=O)cc1)C(=O)OC (some centres undefined),4.8%,-0.7%,-0.2%,·,-4.7%,-2.9%,3.7%,-2.2%
COc1ccc(-n2c(=O)c3c4c(sc3n(C)c2=O)CN(C(C)=O)CC4)cc1,6.5%,4.6%,4.2%,·,·,2.5%,·,4.1%
CC1CCN(CC(=O)NCc2ccco2)CC1,-2.6%,6.6%,5.5%,-2.2%,1.3%,0.5%,16.5%,-2.8%
COc1ccc(S(=O)(=O)n2cnc3cc(C)c(C)cc32)cc1C,-7.6%,-15.0%,-3.9%,2.3%,-0.6%,0.5%,4.9%,-1.5%
O=C(Nc1ccccc1N1CCOCC1)c1cc(-c2ccncc2)nc2ccccc12,-12.9%,-16.1%,?,0.4%,-2.2%,-3.0%,·,3.3%
Cn1c(=O)c2c(nc(SCC(=O)Nc3ccccc3F)n2Cc2ccccc2F)n(C)c1=O,6.2%,-27.3%,-13.3%,·,·,2.6%,·,4.7%
COCCn1c(Cc2ccccc2)nnc1SCC(=O)N1CCOCC1,-6.0%,-4.2%,1.1%,3.1%,-6.4%,-0.6%,·,-6.7%
Cc1cccc2nc(COc3ccc4ccccc4c3Br)cn12,·,-5.8%,7.1%,·,3.0%,0.2%,·,1.0%
CCCOc1ccc(-c2nonc2NC(=O)c2oc3ccc(C)cc3c2C)cc1OCCC,14.6%,-0.6%,-2.7%,·,·,5.3%,·,-1.0%
CCNC(=O)C(=O)NCCc1ccc(Cl)cc1,-8.6%,-1.9%,7.3%,4.0%,1.7%,-7.4%,-0.1%,2.8%
CC1=C(CCN2CCN(C(C)C)C(CCO)C2)C(C)(C)CCC1 (centres undefined),-6.1%,-1.5%,3.8%,3.5%,-0.4%,-2.4%,-0.2%,-1.4%
O=C(CSc1nnc(-c2cccs2)o1)NCC1CN(Cc2ccccc2)CCO1 (centres undefined),-11.8%,-5.7%,2.3%,?,3.5%,0.5%,·,-6.1%
Cc1cc(NC(=O)CCCC(=O)NCc2ccccc2)no1,0.9%,-1.5%,7.3%,?,3.1%,3.9%,-1.5%,3.4%
Cc1cc(C)n(-c2nnc(NCc3ccc(Cl)cc3)nn2)n1,?,-15.8%,7.0%,1.8%,-8.4%,-1.9%,?,1.7%
O=C(CCC(=O)NCCO)NCCO,5.5%,1.1%,4.2%,11.6%,16.0%,0.8%,·,-4.7%
CCNC(=O)COc1ccc(Br)cc1Cl,-10.2%,-5.0%,5.5%,6.6%,-2.3%,-1.0%,-3.7%[11.4 µM],-3.4%
O=C(CSc1nnc(-c2ccc(OC(F)F)cc2)o1)NCc1cccs1,-3.6%,-1.9%,-2.8%,-15.2%,5.6%,-2.5%,·,-8.6%
CCCCn1c(N)c(N(CCOC)C(=O)CN2c3ccccc3CC2C)c(=O)[nH]c1=O (centres undefined),?,-8.8%,-4.0%,-6.5%,-6.1%,-1.3%,-5.7%,2.3%
O=C(NNC(=O)c1c(F)cccc1F)c1sccc1-n1cccc1,-2.4%,-3.6%,-10.5%,-1.1%,4.4%,-0.3%,9.8%,-6.7%
COc1ccc(N2CCN(C(=O)CN=C3NS(=O)(=O)C(c4ccc(C)cc4)=C3C)CC2)cc1,?,-24.8%,9.7%,-1.1%,-3.7%,1.5%,-14.3%,1.4%
COc1ccc(OC)c(S(=O)(=O)NCCO)c1,5.6%,5.5%,1.7%,3.7%,-0.1%,-3.6%,3.8%,-14.3%
Fc1ccccc1C1c2cccn2CCN1C(=S)Nc1ccc(Br)cc1 (centres undefined),-3.5%,-25.5%,?,14.1µM*,-8.1%,1.6%,-36.3%,3.6%
O=C(OCCCN1CCOCC1)c1ccc(O)c(O)c1,-10.9%,-5.7%,-2.3%,·,3.8%,0.1%,-0.9%,3.0%
Cc1nn(C(C)C(=O)NCc2ccc(OC(C)C)cc2)c(=O)c2c1sc1ccccc12 (centres undefined),?,-20.3%,-3.3%,·,·,-4.5%,·,-0.2%
N#Cc1c(-c2cccnc2)cc(-c2ccccc2)nc1N,-3.0%,-6.2%,-1.1%,·,?,-0.6%,16.3%,-4.6%
Oc1c(C=Nc2ccccc2)sc(=S)n1Cc1ccccc1,0.1%,?,-13.1%,1.41µM*,3.8%,1.4%,-3.0%,9.2%
NC(=O)c1ccsc1NC(=O)CSc1nnc(Nc2ccccc2)s1,?,?,-2.0%,-9.2%,11.0%,-3.8%,-29.4%,2.3%
CCN(CC)S(=O)(=O)c1ccc(NC(=O)COC(=O)c2c[nH]c(=O)[nH]c2=O)cc1,-11.0%,-14.8%,-6.2%,·,2.9%,3.8%,·,-0.9%
CC(=O)N(Cc1ccccc1)c1ccccc1C(=O)O,-4.1%,0.1%,8.1%,·,-0.3%,-8.9%,-0.5%,-6.6%
O=C(COC(=O)C1CCN(S(=O)(=O)c2cccs2)CC1)c1ccccc1,-8.3%,-12.3%,-1.5%,-0.3%,-5.9%,-3.6%,-2.7%,-2.2%
CC(C)(C)c1ccc(C(=O)NCC(=O)N/N=C/c2ccccc2OCC(=O)O)cc1,-6.2%,3.2%,2.9%,1.1%,-2.5%,1.1%,10.6%,-2.9%
CC1CCCC(C)N1CCNC(=O)Nc1ccc(Cl)cc1 (centres undefined),4.5%,-13.3%,1.1%,3.9%,10.0%,2.0%,·,0.8%
Cc1ccc(NC(=O)Cn2c(=O)n(CCC(=O)NCCc3ccccc3)c(=O)c3ccccc32)cc1,6.9%,-1.7%,?,·,·,-1.5%,·,-9.4%
Cc1ccc(CNC(=O)c2cc3c(=O)n(C)c4ccccc4c3n2C)cc1,-6.9%,-9.3%,-8.0%,19.3%,12.7%,1.5%,·,2.2%
O=S(=O)(NCC1CCCO1)c1cc(Br)c(Br)s1 (centres undefined),7.3%,-0.6%,6.6%,10.0%,-3.9%,-1.7%,-10.1%,-6.3%

# Reprinted at random: 5 compounds from above
SMILES,Tau ThT inhib,Tau fluor cs,Tau FP inhib,ALDH1A1 block,aGal spleen mod,TexasRed fluor,L3MBTL1 inh,TRb-SRC2 inh
CC1=C(CCN2CCN(C(C)C)C(CCO)C2)C(C)(C)CCC1 (centres undefined),-6.1%,-1.5%,3.8%,3.5%,-0.4%,-2.4%,-0.2%,-1.4%
C=CCn1c(-c2ccccc2)nc(=S)c2c1CC(C)(C)OC2,-5.5%,-0.6%,-0.4%,-2.8%,-6.7%,2.4%,3.5%,-8.2%
O=C(CSc1nnc(-c2cccs2)o1)NCC1CN(Cc2ccccc2)CCO1 (centres undefined),-11.8%,-5.7%,2.3%,?,3.5%,0.5%,·,-6.1%
CC(C)(C)c1ccc(C(=O)NCC(=O)N/N=C/c2ccccc2OCC(=O)O)cc1,-6.2%,3.2%,2.9%,1.1%,-2.5%,1.1%,10.6%,-2.9%
Oc1c(C=Nc2ccccc2)sc(=S)n1Cc1ccccc1,0.1%,?,-13.1%,1.41µM*,3.8%,1.4%,-3.0%,9.2%

# From PubChem
